Assay outcomes from PubChem.
ERa coact inh = blocks coactivator binding to human estrogen receptor alpha | P03372 | TR-FRET ER-alpha LBD / SRC-1 peptide, estradiol-bound | inhibition, % at 25.6 µM | 86,000 tested, 1.7% active | AID 629; in the data active = inhibition above about 50%;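 also: 0% = receptor plus peptide control and 100% = peptide only without receptor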
Target sequence (P03372 whole entry, looked up, the tested form may be a part): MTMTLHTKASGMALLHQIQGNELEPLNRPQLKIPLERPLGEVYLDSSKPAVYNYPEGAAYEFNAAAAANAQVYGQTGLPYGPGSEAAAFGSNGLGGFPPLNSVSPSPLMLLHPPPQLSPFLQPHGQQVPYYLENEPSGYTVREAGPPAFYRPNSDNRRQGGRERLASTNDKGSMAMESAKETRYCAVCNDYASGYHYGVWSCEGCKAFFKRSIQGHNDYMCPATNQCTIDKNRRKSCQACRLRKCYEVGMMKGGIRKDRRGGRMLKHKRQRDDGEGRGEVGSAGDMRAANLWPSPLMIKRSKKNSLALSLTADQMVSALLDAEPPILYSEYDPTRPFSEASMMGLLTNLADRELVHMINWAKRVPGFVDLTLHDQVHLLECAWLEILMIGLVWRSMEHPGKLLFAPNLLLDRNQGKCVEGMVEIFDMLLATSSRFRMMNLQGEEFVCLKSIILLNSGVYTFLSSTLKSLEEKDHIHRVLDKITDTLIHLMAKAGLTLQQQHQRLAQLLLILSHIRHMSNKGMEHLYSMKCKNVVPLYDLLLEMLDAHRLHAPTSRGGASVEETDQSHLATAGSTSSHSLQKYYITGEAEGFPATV
Lung fibro prol = blocks proliferation of human lung fibroblasts; 85,000 tested, 1.1% active; LL 47 human lung fibroblast viability, ATP luminescence; stronger effect = lower value; viability, % at 10 µM;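 active = viability at or below 50% in the single dose screen; inactive = viability above 50%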;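 also: compound exposure lasted 72 h before the ATP readout; 100% = median luminescence of untreated cell-only wells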
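Test system: LL 47 human lung fibroblasts / Quantity: 1,150 cells in each well / Medium: IMEM growth medium with 15% fetal bovine serum / Incubation: 72 h compound exposure at 37 °C after overnight plating / Detection: CellTiter-Glo luminescence measuring cellular ATP / Read-out: % viability versus median cells-only luminescence / Benchmarks: cell-only wells, no compound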
Mac1 fbg enh = enhancers of human CD11b/CD18 binding to fibrinogen; P05107+P11215; K562 CD11b/CD18 adhesion to fibrinogen, ATPlite luminescence; activation, % at 10 µM; 93,000 tested, 0.07% active;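 active = 10 µM primary screen giving 50% or more activity, confirmed by 40% or more on retest at that dose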; also: strong numbers were not always called active; reference of the scale not given here
H69AR inhibit = blocks growth of human H69AR lung tumor cells. H69AR lung tumor viability, ATP luminescence, 72 h; stronger effect = lower value. viability, % at 10 µM. AID 598. 85,000 tested, 6% active;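 active = viability at or below 40%; inactive = viability above 40%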;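 also: multidrug resistant small cell line overexpressing MRP-1 efflux transporter; 100% = mean luminescence of untreated control wells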
ERa coact pot = ER-alpha (human) coactivator binding potentiation | P03372 | TR-FRET ERalpha-LBD/SRC-Cy5 coactivator binding, 2 h; 100 = basal binding, no effect | coactivator binding (% of control), % at 25.6 µM | 86,000 tested, 1.3% active | AID 639; in the data active = activity above about 200%;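 also: binding measured in presence of low estradiol as agonist stimulus; 0% = peptide alone without receptor and 100% = receptor with peptide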
CD11b adhes inh = blocks human CD11b/CD18 adhesion to fibrinogen | P05107+P11215 | K562 CD11b/CD18 adhesion to fibrinogen, ATPlite luminescence; Mn2+ added to activate the integrin | inhibition, % at 10 µM | 93,000 tested, 0.54% active;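 active = primary inhibition of 50% or more at 10 µM, then 40% or more on retest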; also: some results filed as inactive read as strong as hits
CYP2C19 activ = activators of human cytochrome P450 2C19; P33261; recombinant CYP2C19, luciferin-H EGE luminescence; stronger effect = higher value; 0 = fully inhibited enzyme, 1 = untreated enzyme; 96,000 tested, under 10 active; activation factor at 5 µM;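 active = activation factor of at least 2 at 5 µM in the primary screen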;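 also: 0 = wells with 2.5 mM tranylcypromine and 1 = vehicle-only wells; values of inactives mirror those of a sister screen read the other way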
CYP2C19 inh = inhibitors of human CYP2C19; inhibition, % at 5 µM; 96,000 tested, 21% active; P33261; CYP2C19 Supersomes, luciferin-H EGE luminescence, 30 min; AID 778;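 active = CYP2C19 inhibition above a set limit at 5 µM in the primary screen, cut at about 50% in these data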;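 also: plate controls were negative control wells for no effect and 2.5 mM tranylcypromine positive control for full effect; values of inactives mirror those of a sister screen read the other way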
HUVEC prolif 384 = human endothelial cell proliferation inhibition. AID 648. HUVEC proliferation, CellTiter-Glo luminescence, 72 h; stronger effect = lower value. viability, % at 10 µM (by protocol). 86,000 tested, 1.1% active;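 active = viability at or below 30%; inactive = viability above 30%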;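 also: 100% = median luminescence of DMSO-only cell control wells on each plate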
Starred values were filed as active, the others as inactive; nt = no result given; [ ] = dose if it differs, or a comment.

SMILES | ERa coact inh | Lung fibro prol | Mac1 fbg enh | H69AR inhibit | ERa coact pot | CD11b adhes inh | CYP2C19 activ | CYP2C19 inh | HUVEC prolif 384
CC1(C)CN=C(Nc2ccc(F)c(F)c2)S1 | 3 | 95 | 0 | 85 | 125 | 0 | 0.4 | 62* | 89
CC(C)OCCCNC(=O)c1c(N)n(CC2CCCO2)c2nc3ccccc3nc12 (centres undefined) | 22 | 96 | nt | 62 | 84[fluorescence artefact?] | nt | 0.3 | 67* | 74
CN(C)C(=O)Oc1ccc(Cl)c2ccccc12 | -7 | 90 | 1 | 92 | 109 | 31 | 0.3 | 73* | 90
C=CCN1C(=O)NC(=O)C(Cc2ccc(OC)c(OC)c2)C1=O (centres undefined) | 4[fluorescence artefact?] | 97 | 4 | 95 | 107 | -2 | 1 | 1 | 95
CC(C)OC(=O)c1c(N)n(Cc2ccco2)c2nc3ccccc3nc12 | 6 | 87 | nt | 46 | 87 | nt | nt | nt | 66
COC(=O)c1ccccc1-n1c(C)nc2ccccc2c1=O | -4[fluorescence artefact?] | 104 | nt | 88 | 109 | nt | nt | nt | 95
CCN(CC)CC(=O)Nc1ccc(Cl)cc1C(=O)c1ccccc1 | -6 | 98 | nt | 86 | 91 | nt | nt | nt | 113
COc1ccc(N2C(=O)CC(=O)NC2=O)cc1 | -9 | 99 | 1 | 92 | 97[fluorescence artefact?] | -2 | 0.9 | 6 | 98
CNCC(O)c1ccc(O)cc1 (centres undefined) | 0 | 96 | nt | 88 | 103 | nt | nt | nt | 116
CCc1sc(C(=O)N2CCC3(CC2)OCCO3)cc1Br | 2 | 102 | -1 | 88 | 108 | -4 | 0 | 96* | 99
COCCOC(=O)c1c(N)n(Cc2ccc(OC)cc2)c2nc3ccccc3nc12 | -7 | 94 | -3 | 89 | 100 | 0 | 0.4 | 64* | 85
CCN(CC)CCN=Cc1c(O)n(CCC2=CCCCC2)c(=O)[nH]c1=O | -4 | 101 | 0 | 77 | 98 | -20 | 1 | -1 | 86
CCCCn1c(O)c(C=Nc2c(C)n(C)n(-c3ccccc3)c2=O)c(=O)[nH]c1=O | -2 | 98 | -2 | 90 | 123 | -2 | 1 | 1 | 96
O=C1c2ccccc2C(=O)N1Cc1nc2ccccc2c(=O)n1-c1ccccn1 | 7[fluorescence artefact?] | 100 | -2 | 84 | 73[fluorescence artefact?] | 1 | 0.8 | 21 | 100
O=c1c2cc(Cl)cc(Cl)c2nc(CN2CCOCC2)n1-c1ccccc1F | 14 | 103 | -2 | 87 | 89 | 8 | 0.6 | 42 | 110
CCN(CC)C(=O)c1ccc(NC(=O)CSc2nnnn2-c2cc(OC)ccc2OC)cc1 | -2 | 98 | 4 | 91 | 96[fluorescence artefact?] | 3 | 0.6 | 42 | 111
CCOC(=O)C1=C(N)OC2=C(C(=O)CCC2)C12C(=O)N1c3c(ccc(C)c32)C(C)=CC1(C)C (centres undefined) | -5 | 93 | nt | 82 | 113 | nt | nt | nt | 84
CCOc1cccc(OCC)c2c(C)[n+](CC3CCCO3)c(C)c1-2 (centres undefined) | -1[fluorescence artefact?] | 104 | -1 | 32* | 100 | 21 | 0.6 | 39 | 95
NCCc1c[nH]c2ccc(F)cc12 | -5 | 92 | nt | 86 | 91 | nt | 0.7 | 29 | 99
CN(C)C(=O)Oc1ccc2ccccc2c1Cl | -6 | 109 | -8 | 101 | 91 | 0 | 0.6 | 44 | 103
CCCCN=Cc1c(O)n(-c2c(C)cc(C)cc2C)c(=O)[nH]c1=O | 7 | 104 | -1 | 93 | 120 | -26 | 0.6 | 39 | 109
CN1C(=O)N(C)C(=O)C(CCc2ccccn2)(CCc2ccccn2)C1=O | 7 | 112 | 3 | 91 | 96 | 3 | 1 | 4 | 94
CCCCCn1c(N)c(C(=O)NCCN2CCOCC2)c2nc3ccccc3nc21 | 0 | 82 | 2 | 30* | 102 | 8 | 1 | 1 | 55
CC1(C)CC(=O)C(C=NCCN2CCN(C(=O)Cc3ccccc3)CC2)=C(O)C1 | 0 | 98 | 7 | 98 | 98 | -11 | 0.9 | 11 | 105
CCOC(=O)c1cc(C)n(CCc2cnc[nH]2)c1C | -3 | 99 | -2 | 95 | 116 | -2 | 0 | 100* | 95
CC1(C)CN=C(Nc2ccccc2C(F)(F)F)S1 | 3 | 98 | 4 | 94 | 117 | -23 | 0.6 | 40 | 94
FC(F)(F)c1ccc2c(c1)NP(=S)(N1CCOCC1)c1nccn1-2 (centres undefined) | -7 | 94 | -1 | 66 | 89 | -1 | 0.4 | 61* | 94
O=S1(=O)CC2(N3CCOCC3)CCCCCCC21 (centres undefined) | nt | nt | 0 | nt | nt | -16 | 0.8 | 18 | nt
CN(C)CCN=Cc1c(O)n(Cc2ccco2)c(=O)[nH]c1=O | -5 | 107 | nt | 117 | 95 | nt | 0.9 | 11 | 105
CCNc1ccc(P(=S)(N(C)C)N(C)C)cc1 | -7 | nt | 8 | 85 | 107 | -41 | 0.6 | 44 | 113

Grouped by structure: the compounds so far with a CF3 group
SMILES | ERa coact inh | Lung fibro prol | Mac1 fbg enh | H69AR inhibit | ERa coact pot | CD11b adhes inh | CYP2C19 activ | CYP2C19 inh | HUVEC prolif 384
CC1(C)CN=C(Nc2ccccc2C(F)(F)F)S1 | 3 | 98 | 4 | 94 | 117 | -23 | 0.6 | 40 | 94
FC(F)(F)c1ccc2c(c1)NP(=S)(N1CCOCC1)c1nccn1-2 (centres undefined) | -7 | 94 | -1 | 66 | 89 | -1 | 0.4 | 61* | 94

Look-ups from the entries so far:
HUVEC prolif 384 with CN(C)CCN=Cc1c(O)n(Cc2ccco2)c(=O)[nH]c1=O reads 105
Lung fibro prol with CCOC(=O)c1cc(C)n(CCc2cnc[nH]2)c1C reads 99
CYP2C19 inh with CCNc1ccc(P(=S)(N(C)C)N(C)C)cc1 reads 44

Quoted at random: three entries already listed, in no set order.
SMILES | ERa coact inh | Lung fibro prol | Mac1 fbg enh | H69AR inhibit | ERa coact pot | CD11b adhes inh | CYP2C19 activ | CYP2C19 inh | HUVEC prolif 384
COC(=O)c1ccccc1-n1c(C)nc2ccccc2c1=O | -4[fluorescence artefact?] | 104 | nt | 88 | 109 | nt | nt | nt | 95
CCOc1cccc(OCC)c2c(C)[n+](CC3CCCO3)c(C)c1-2 (centres undefined) | -1[fluorescence artefact?] | 104 | -1 | 32* | 100 | 21 | 0.6 | 39 | 95
CC(C)OC(=O)c1c(N)n(Cc2ccco2)c2nc3ccccc3nc12 | 6 | 87 | nt | 46 | 87 | nt | nt | nt | 66

Ordered by SMILES length (largest number first): part of the list above.
SMILES | ERa coact inh | Lung fibro prol | Mac1 fbg enh | H69AR inhibit | ERa coact pot | CD11b adhes inh | CYP2C19 activ | CYP2C19 inh | HUVEC prolif 384
CN1C(=O)N(C)C(=O)C(CCc2ccccn2)(CCc2ccccn2)C1=O | 7 | 112 | 3 | 91 | 96 | 3 | 1 | 4 | 94
CCN(CC)CC(=O)Nc1ccc(Cl)cc1C(=O)c1ccccc1 | -6 | 98 | nt | 86 | 91 | nt | nt | nt | 113
NCCc1c[nH]c2ccc(F)cc12 | -5 | 92 | nt | 86 | 91 | nt | 0.7 | 29 | 99

These rows are one share of the data; count on the stated rates, not on these rows.
